HIV Rev-RRE inh = disrupts HIV-1 Rev binding to RRE RNA; Rev peptide-RRE RNA binding, FRET; inhibition, % at 8 µM; actives 0.79% (n = 97,000); AID 704;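 active means inhibition above the screen-wide mean plus 3 SD, cut at about 35% in these data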;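 further: 0% = median DMSO wells and 100% = median Neomycin B control wells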
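Material: labelled RRE RNA duplex and labelled Rev peptide / Buffer or medium: HEPES pH 7.5 salt buffer with EDTA / Compound dosing: single point, 8 µM final nominal compound concentration / Benchmarks: DMSO low control, neomycin B high control / Timing: 5 min preincubation and 15 min binding, 25 °C / Technique: FRET fluorescence readout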
PLK1 inh = blocks human PLK1 kinase activity. recombinant PLK1 kinase, TR-FRET peptide phosphorylation. inhibition, % at 10 µM. P53350. actives 0.53% (n = 97,000);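 active means inhibition of 50% or more in the single-concentration screen; inactive means inhibition below 50%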;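 further: 0% = DMSO max control and 100% = H-89 dihydrochloride min control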
ERa SRC1 inh = blocks coactivator binding to human estrogen receptor alpha | TR-FRET ER-alpha LBD / SRC-1 peptide, estradiol-bound | actives 1.7% (n = 86,000) | P03372 | inhibition, % at 25.6 µM; in the data active means inhibition above about 50%;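 further: 0% = receptor plus peptide control and 100% = peptide only without receptor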
CD11b adhes enh = increases human CD11b/CD18 adhesion to fibrinogen. actives 0.07% (n = 93,000). AID 1499. K562 CD11b/CD18 adhesion to fibrinogen, ATPlite luminescence. activation, % at 10 µM. P05107+P11215;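 active means 10 µM primary screen giving 50% or more activity, confirmed by 40% or more on retest at that dose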; further: strong numbers were not always called active
ERb SRC1 inh = ER-beta (human) coactivator binding inhibition; Q92731; TR-FRET ER-beta LBD / SRC1-Cy5 peptide binding; receptor agonist-loaded with 1 µM estradiol; inhibition, % at 25.6 µM; actives 1.3% (n = 86,000); AID 633;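 active means compounds whose percent inhibition of the receptor-coactivator binding signal exceeds about 50% in the single-dose screen, limit read from the data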;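 further: 0% = receptor plus peptide wells without compound and 100% = peptide-only wells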
ERa SRC1 pot = ER-alpha (human) coactivator binding potentiation. TR-FRET ERalpha-LBD/SRC-Cy5 coactivator binding, 2 h; 100 = basal binding, no effect. AID 639. P03372. actives 1.3% (n = 86,000). coactivator binding (% of control), % at 25.6 µM; in the data active means activity above about 200%;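 further: binding measured in presence of low estradiol as agonist stimulus; 0% = peptide alone without receptor and 100% = receptor with peptide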
Mac1 fbg inh = inhibitors of human CD11b/CD18 binding to fibrinogen. P05107+P11215. inhibition, % at 10 µM. K562 CD11b/CD18 adhesion to fibrinogen, ATPlite luminescence; Mn2+ added to activate the integrin. actives 0.54% (n = 93,000). AID 1497;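 active means primary inhibition of 50% or more at 10 µM, then 40% or more on retest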; further: some results filed as inactive read as strong as hits
FAK inh = inhibitors of human focal adhesion kinase. actives 0.84% (n = 97,000). AID 727. Q05397. inhibition, %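 (tested at 7 µM)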. biochemical FAK kinase activity assay; in the data active means inhibition above about 19%;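 further: 0% = DMSO and 100% = reference compound high control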
Target sequence (Q05397 whole entry, looked up): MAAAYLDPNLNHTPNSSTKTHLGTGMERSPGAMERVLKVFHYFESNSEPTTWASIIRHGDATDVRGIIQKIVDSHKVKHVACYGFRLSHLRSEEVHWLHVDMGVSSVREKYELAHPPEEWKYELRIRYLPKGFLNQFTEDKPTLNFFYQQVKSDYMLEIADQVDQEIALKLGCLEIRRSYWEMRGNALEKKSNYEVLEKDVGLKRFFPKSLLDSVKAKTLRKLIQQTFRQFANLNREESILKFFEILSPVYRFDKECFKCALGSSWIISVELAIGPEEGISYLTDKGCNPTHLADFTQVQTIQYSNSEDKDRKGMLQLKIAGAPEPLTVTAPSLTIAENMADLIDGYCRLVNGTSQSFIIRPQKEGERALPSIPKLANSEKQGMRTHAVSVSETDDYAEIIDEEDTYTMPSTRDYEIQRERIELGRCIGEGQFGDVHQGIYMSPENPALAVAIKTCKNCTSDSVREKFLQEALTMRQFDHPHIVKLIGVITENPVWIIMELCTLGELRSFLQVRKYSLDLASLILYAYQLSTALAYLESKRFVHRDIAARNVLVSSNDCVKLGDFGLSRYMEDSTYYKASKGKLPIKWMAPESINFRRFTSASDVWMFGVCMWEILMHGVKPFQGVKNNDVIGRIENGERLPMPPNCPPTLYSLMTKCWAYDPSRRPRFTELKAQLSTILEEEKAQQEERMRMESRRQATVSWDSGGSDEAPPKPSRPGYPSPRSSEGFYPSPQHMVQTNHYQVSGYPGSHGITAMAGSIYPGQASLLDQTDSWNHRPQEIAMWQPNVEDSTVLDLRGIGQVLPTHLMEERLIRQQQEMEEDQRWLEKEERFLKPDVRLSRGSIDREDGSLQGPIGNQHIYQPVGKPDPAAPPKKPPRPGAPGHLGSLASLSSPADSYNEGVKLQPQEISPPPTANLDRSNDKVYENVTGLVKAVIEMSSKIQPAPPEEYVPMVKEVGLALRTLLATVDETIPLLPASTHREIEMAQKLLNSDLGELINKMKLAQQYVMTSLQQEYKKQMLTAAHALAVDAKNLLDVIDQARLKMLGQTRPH
PLK1 PBD inh = inhibitors of human Plk1 polo box domain binding; P53350; Plk1 PBD phosphopeptide binding, fluorescence polarization; inhibition, %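 (tested at about 20 µM)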; actives 0.13% (n = 97,000); in the data active means inhibition above about 34%, passing the limit was not always enough
* marks the source's active call; other numbers are inactive results; . = not tested or not shown; [ ] = remark or other dose.

Abbreviations – A = HIV Rev-RRE inh; B = PLK1 inh; C = ERa SRC1 inh; D = CD11b adhes enh; E = ERb SRC1 inh; F = ERa SRC1 pot; G = Mac1 fbg inh; H = FAK inh; I = PLK1 PBD inh
Cc1ccc(N2C(=O)[C@@H]3[C@H](C2=O)C2c4ccccc4C=CN2[C@@H]3C(=O)c2ccco2)c(C)c1 (stereo partly drawn)
  A = 30; B = -4; C = .; D = 8; E = .; F = .; G = -18; H = 16; I = -4

O=C(Nc1ccccc1C(=O)NCc1cccnc1)c1ccco1
  A = 1; B = -11; C = -3; D = 2; E = -7; F = 126; G = -8; H = 1; I = -12

COCCNc1nc(C(C)(C)C)nc2c1nnn2Cc1ccccc1Cl
  A = 8; B = 2; C = -2; D = 4; E = -3; F = 136; G = -29; H = 0; I = -2

COc1cc(C(c2nnnn2C2CCCC2)N2CCc3ccccc3C2)ccc1O (stereo not drawn)
  A = 4; B = -4; C = 15[fluorescence artefact?]; D = 0; E = 15[fluorescence artefact?]; F = 63[fluorescence artefact?]; G = 11; H = 3; I = -6

CCn1c(SCC(=O)Nc2nnc(C)s2)nnc1-c1ccncc1
  A = 9; B = 1; C = -3; D = 0; E = -13; F = 102; G = -39; H = -2; I = 3

Cc1nn(C(C)(C)C)c(OC(=O)c2ccc(Br)o2)c1Sc1ccccc1
  A = 23; B = -6; C = -1; D = -3; E = 7; F = 86; G = 24; H = 0; I = 1

COc1ccc(-c2cc3nc(C)c(CCC(=O)NCc4ccco4)c(C)n3n2)c(OC)c1
  A = 2; B = -14; C = 3; D = .; E = -4; F = 108; G = .; H = -1; I = 1

COc1cc(C2CC(=O)c3cnc(N4CCN(Cc5ccccc5)CC4)nc3C2)cc(OC)c1OC (stereo not drawn)
  A = 10; B = 0; C = -7; D = 4; E = -6; F = 125[fluorescence artefact?]; G = 6; H = 19*; I = -9

Cn1c(=O)cc(SCC(=O)Nc2ccccn2)c2ccccc21
  A = 1; B = -4; C = 12; D = -3; E = -5[fluorescence artefact?]; F = 102; G = -4; H = -13; I = 20

Cn1c(NCc2cc(Br)ccc2O)nc2ccccc21
  A = 5; B = -14; C = -11[fluorescence artefact?]; D = -2; E = 17[fluorescence artefact?]; F = 94[fluorescence artefact?]; G = -1; H = 0; I = 9

O=C(C1CCCN1S(=O)(=O)c1cccc2cccnc12)N1CCn2c1nc1ccccc12 (stereo not drawn)
  A = 2; B = -11; C = -2; D = -4; E = 2; F = 125; G = 2; H = 1; I = 13

Cc1nonc1NC(=O)OC1CCCCC1
  A = 3; B = -4; C = .; D = 1; E = .; F = .; G = 28; H = -6; I = -15

COc1ccc(C(=O)c2c[nH]c(C(=O)NCc3cccs3)c2)cc1
  A = -4; B = -12; C = .; D = -2; E = .; F = .; G = -24; H = -7; I = -12

O=C(CCn1nnc2ccccc21)Nc1nnc(COc2ccc(F)cc2)s1
  A = 2; B = -19; C = -4; D = 5; E = -2; F = 113; G = -1; H = 1; I = 19

COC(=O)C(F)(F)Sc1c(C)[nH]c2ccccc12
  A = 7; B = -13; C = -2; D = .; E = -7; F = 106; G = .; H = 1; I = 4

CC1=NNC(=O)C1CCC(=O)N/N=C\c1ccccc1[N+](=O)[O-] (stereo not drawn)
  A = 7; B = -11; C = .; D = .; E = .; F = .; G = .; H = 0; I = -9

COC(=O)c1[nH]c2cc(OC)ccc2c1NC(=O)CCN1CCN(c2ccccc2)CC1
  A = 10; B = 3; C = -2; D = -3; E = -8; F = 110; G = -6; H = 0; I = -15

COc1ccc(C(=O)Nc2ccc(S(=O)(=O)N3CCCC3)cc2)c(OC)c1
  A = -1; B = -37; C = -2; D = -4; E = -7; F = 102; G = -3; H = -1; I = -2

Cc1nn(CCC(=O)O)c(C)c1C
  A = 4; B = -39; C = 1; D = -1; E = -22; F = 104; G = 20; H = -2; I = -6

COc1ccc(NC(=O)CN(C)S(=O)(=O)c2ccc3c(c2)OCCO3)c2ncccc12
  A = 13; B = -2; C = 12[fluorescence artefact?]; D = -3; E = 3; F = 117[fluorescence artefact?]; G = -5; H = 3; I = -7

CCN(CCCNc1ncnc2nc[nH]c12)c1cccc(C)c1
  A = .; B = .; C = -2; D = 0; E = -10[fluorescence artefact?]; F = 115; G = 6; H = .; I = .

CC(=O)Nc1nc(C(=O)Nc2c(C)n[nH]c2C)cs1
  A = -2; B = -11; C = -6; D = 0; E = -3[fluorescence artefact?]; F = 116[fluorescence artefact?]; G = 8; H = 2; I = 15

O=C(Nc1ccc(O)cc1)C1CCCN1S(=O)(=O)c1ccc(F)cc1 (stereo not drawn)
  A = .; B = .; C = 1; D = -4; E = -4; F = 107; G = -2; H = .; I = .

O=c1[nH]c(-c2ccccn2)nc2ccccc12
  A = 6; B = -18; C = 3; D = 1; E = 4; F = 89; G = 3; H = 4; I = -17

Nn1cc(-c2ccccc2)nc1SCC(=O)NC1CCS(=O)(=O)C1 (stereo not drawn)
  A = 2; B = -6; C = 0; D = -6; E = -2; F = 95; G = -9; H = -5; I = 0

CCSc1ncc(/C=N/Nc2ccc(Cl)cc2)n1C
  A = 0; B = 0; C = .; D = 2; E = .; F = .; G = 8; H = 0; I = -43

CCN(CC)S(=O)(=O)c1ccccc1/C=N\O
  A = .; B = .; C = -12; D = -2; E = -6; F = 111; G = 13; H = .; I = .

Cc1cccc2cc(=O)[nH]c(C)c12
  A = 5; B = -12; C = 1; D = .; E = 3[fluorescence artefact?]; F = 96; G = .; H = -3; I = -9

CCCCCCOc1ccc(N2C(=O)CC(NCCc3ccc(S(N)(=O)=O)cc3)C2=O)cc1 (stereo not drawn)
  A = 10; B = -33; C = -4; D = -4; E = -3; F = 106; G = 1; H = -3; I = 0

COc1ccc(NC(=O)Nc2cccc(C)n2)cc1
  A = .; B = .; C = 4; D = -3; E = -3; F = 128; G = -16; H = .; I = .

12 successive compounds out of the list so far, for reference:
Abbreviations – A = HIV Rev-RRE inh; B = PLK1 inh; C = ERa SRC1 inh; D = CD11b adhes enh; E = ERb SRC1 inh; F = ERa SRC1 pot; G = Mac1 fbg inh; H = FAK inh; I = PLK1 PBD inh
CC1=NNC(=O)C1CCC(=O)N/N=C\c1ccccc1[N+](=O)[O-] (stereo not drawn)
  A = 7; B = -11; C = .; D = .; E = .; F = .; G = .; H = 0; I = -9

COC(=O)c1[nH]c2cc(OC)ccc2c1NC(=O)CCN1CCN(c2ccccc2)CC1
  A = 10; B = 3; C = -2; D = -3; E = -8; F = 110; G = -6; H = 0; I = -15

COc1ccc(C(=O)Nc2ccc(S(=O)(=O)N3CCCC3)cc2)c(OC)c1
  A = -1; B = -37; C = -2; D = -4; E = -7; F = 102; G = -3; H = -1; I = -2

Cc1nn(CCC(=O)O)c(C)c1C
  A = 4; B = -39; C = 1; D = -1; E = -22; F = 104; G = 20; H = -2; I = -6

COc1ccc(NC(=O)CN(C)S(=O)(=O)c2ccc3c(c2)OCCO3)c2ncccc12
  A = 13; B = -2; C = 12[fluorescence artefact?]; D = -3; E = 3; F = 117[fluorescence artefact?]; G = -5; H = 3; I = -7

CCN(CCCNc1ncnc2nc[nH]c12)c1cccc(C)c1
  A = .; B = .; C = -2; D = 0; E = -10[fluorescence artefact?]; F = 115; G = 6; H = .; I = .

CC(=O)Nc1nc(C(=O)Nc2c(C)n[nH]c2C)cs1
  A = -2; B = -11; C = -6; D = 0; E = -3[fluorescence artefact?]; F = 116[fluorescence artefact?]; G = 8; H = 2; I = 15

O=C(Nc1ccc(O)cc1)C1CCCN1S(=O)(=O)c1ccc(F)cc1 (stereo not drawn)
  A = .; B = .; C = 1; D = -4; E = -4; F = 107; G = -2; H = .; I = .

O=c1[nH]c(-c2ccccn2)nc2ccccc12
  A = 6; B = -18; C = 3; D = 1; E = 4; F = 89; G = 3; H = 4; I = -17

Nn1cc(-c2ccccc2)nc1SCC(=O)NC1CCS(=O)(=O)C1 (stereo not drawn)
  A = 2; B = -6; C = 0; D = -6; E = -2; F = 95; G = -9; H = -5; I = 0

CCSc1ncc(/C=N/Nc2ccc(Cl)cc2)n1C
  A = 0; B = 0; C = .; D = 2; E = .; F = .; G = 8; H = 0; I = -43

CCN(CC)S(=O)(=O)c1ccccc1/C=N\O
  A = .; B = .; C = -12; D = -2; E = -6; F = 111; G = 13; H = .; I = .

The listing continues:
Abbreviations – A = HIV Rev-RRE inh; B = PLK1 inh; C = ERa SRC1 inh; D = CD11b adhes enh; E = ERb SRC1 inh; F = ERa SRC1 pot; G = Mac1 fbg inh; H = FAK inh; I = PLK1 PBD inh
O=C(Nc1ccc(Cl)cc1)N1CCSCC1
  A = 4; B = -14; C = -4; D = -7; E = -13; F = 136; G = -6; H = 3; I = 18

COC(=O)c1c(NC(=O)Cc2cccs2)sc2c1CCCC2
  A = 16; B = -12; C = 90*[fluorescence artefact?]; D = 8; E = 74*; F = 57[fluorescence artefact?]; G = 9; H = 21*; I = 16

Cc1ccc(C2CC(c3ccc(F)cc3)Nc3nc(N)nn32)cc1 (stereo not drawn)
  A = .; B = .; C = -3; D = 0; E = -5; F = 123; G = 1; H = .; I = .

Cc1ccc(C(C(=O)NC2CCCCC2)N(CCC(C)C)C(=O)CNC(=O)c2ccco2)o1 (stereo not drawn)
  A = 2; B = -10; C = -16; D = -3; E = -15; F = 112; G = 3; H = 1; I = 13

COc1ccccc1-n1c(C)cc(SC)c(C(C)=O)c1=S
  A = 10; B = -23; C = .; D = 1; E = .; F = .; G = 4; H = 0; I = 2

COc1ccc(Oc2c(Cl)cnn(-c3ccccc3)c2=O)cc1
  A = -4; B = -5; C = .; D = .; E = .; F = .; G = .; H = -2; I = -12

COc1ccc(OC)c(CNn2c(-c3cccc(C)c3)nc3ccccc3c2=O)c1
  A = 15; B = -4; C = 6; D = -7; E = 1; F = 84; G = 1; H = -2; I = -3

CCCn1cnc2c(c1=O)c1nc3ccccc3nc1n2CCC1=CCCCC1
  A = 8; B = -3; C = 2; D = 1; E = 8; F = 105; G = -7; H = -2; I = -14

CC(C)COP(=O)(OCC(C)C)C(O)c1ccccc1F (stereo not drawn)
  A = -2; B = -15; C = .; D = .; E = .; F = .; G = .; H = 4; I = 6

Cc1ccc(CNC(=O)C(Cc2ccccc2)NS(=O)(=O)c2cccs2)cc1 (stereo not drawn)
  A = 4; B = -29; C = 6; D = -5; E = 19; F = 104; G = -9; H = -1; I = -22

Cc1ccc(NCCC(=O)c2ccc(Cl)cc2)cc1C
  A = 0; B = -6; C = .; D = 2; E = .; F = .; G = 7; H = -2; I = -14

C=CCOc1ccc(/C(CC)=N/O)cc1OC
  A = 6; B = -2; C = -12; D = -1; E = -2; F = 106; G = -58; H = 0; I = 2

CCN(CC)Cc1c(C(=O)OC)nnn1-c1nonc1N
  A = -7; B = 8; C = -8; D = -9; E = -2; F = 93; G = -5; H = 0; I = 10

O=C(c1ccc2c(c1)OCO2)[C@@H]1[C@@H]2C(=O)N(C3CCCCC3)C(=O)[C@@H]2C2c3ccccc3C=CN21 (stereo partly drawn)
  A = 8; B = -12; C = -10[fluorescence artefact?]; D = -4; E = -2; F = 102; G = -3; H = 9; I = 0

CCc1cc2c(=O)c(Oc3ccccc3)c(C)oc2cc1O
  A = 5; B = -5; C = 4; D = 0; E = 7; F = 86; G = 5; H = -1; I = 12

CCOC(=O)CSc1nnc(CNC(=O)c2ccc(OC)c(OC)c2)n1C
  A = 6; B = -10; C = 2; D = 3; E = -5[fluorescence artefact?]; F = 95; G = -16; H = -1; I = 6

Cc1cc(C)nc(Sc2nc(C)nc3c2oc2ccccc23)n1
  A = -1; B = -7; C = .; D = -2; E = .; F = .; G = -1; H = 10; I = -5

C=CCOc1ccc(C2C(C(=O)c3ccco3)=C(O)C(=O)N2Cc2cccnc2)cc1 (stereo not drawn)
  A = -4; B = -9; C = -3; D = 6; E = 2; F = 94; G = -14; H = -2; I = -31

Source: PubChem (several laboratories)
